HEK293 tox: kills HEK 293 cells; HEK 293 viability, ATP luminescence (CellTiter-Glo), 48-72 h; Potency, µM (titrated, usually from 115 µM), for inactives: at the top dose activity change, negative = cytotoxicity, actives largely listed as inhibitors; 94,000 compounds, 6.6% hits; further: potency means the concentration at half of the fitted maximal effect; nearly all actives have a fitted effect of over 60% in size
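Cytotoxicity was scored by loss of ATP-coupled luminescence (CellTiter-Glo) in HEK 293 cells. Compound treatment ran 48 or 72 hr at 37 degree Celsius, 5% CO2, 95% humidity.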
3T3 cytotox: cytotoxic compounds in NIH 3T3 cells. NIH 3T3 viability, CellTiter-Glo ATP luminescence, 48-72 h. Potency, µM (top dose mostly 96.7 µM), inactives show at the top dose activity change, negative = cytotoxicity, actives largely listed as inhibitors. 94,000 compounds, 4.3% hits; further: potency means the concentration at half of the fitted maximal effect; nearly all actives have a fitted effect of over 55% in size
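NIH 3T3 cells at 400 cells/well received 23 nL of compound by pintool and were incubated 48 or 72 h at 37 °C. Viability was read as ATP-coupled CellTiter-Glo luminescence.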
GPT2 inhibitor: inhibitors of human GPT2 alanine aminotransferase; Potency, µM (titrated, usually from 57.7 µM), without a hit: at the top dose activity change, negative = inhibition, actives largely listed as inhibitors; 100,000 compounds, 0.25% hits; Recombinant GPT2, coupled pyruvate oxidase/HRP Amplex Red fluorescence; further: potency means the concentration at half of the fitted maximal effect; nearly all actives have a fitted effect of over 60% in size; many of its hits are not listed in these tables
Target sequence (Q8TD30 whole entry, looked up): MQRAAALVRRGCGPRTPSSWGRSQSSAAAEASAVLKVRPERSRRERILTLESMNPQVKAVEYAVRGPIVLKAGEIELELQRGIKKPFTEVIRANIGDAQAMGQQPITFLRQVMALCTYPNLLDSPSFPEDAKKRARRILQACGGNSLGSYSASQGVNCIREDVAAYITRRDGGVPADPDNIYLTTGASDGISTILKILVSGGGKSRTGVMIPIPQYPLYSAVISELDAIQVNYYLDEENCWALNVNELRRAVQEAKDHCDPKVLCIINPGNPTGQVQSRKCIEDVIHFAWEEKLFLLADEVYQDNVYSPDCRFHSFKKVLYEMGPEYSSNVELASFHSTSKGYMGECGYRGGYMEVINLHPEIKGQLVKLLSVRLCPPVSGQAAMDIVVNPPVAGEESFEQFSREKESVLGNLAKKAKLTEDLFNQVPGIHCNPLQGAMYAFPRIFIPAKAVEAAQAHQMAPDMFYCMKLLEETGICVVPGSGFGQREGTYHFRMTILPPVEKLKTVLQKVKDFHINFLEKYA
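Recombinant GPT2 (10ng/uL) with 250uM a-KG and 2mM L-alanine, 30 min at room temperature, in HEPES pH 7.5 buffer. Pyruvate detected by pyruvate oxidase/HRP/Amplex Red fluorescence after 30 min in the dark; AOA (50uM) as positive control.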
IP6K1 inhibitor: IP6K1 kinase inhibition. Q92551. IP6K1 kinase, ADP-Glo luminescence, 2 h; active compounds read low. activity change, % (series mostly up to about 58 µM). 140,000 compounds, 0.81% hits; in the data active means activity change below about -25%
Target sequence (Q92551 whole entry, looked up): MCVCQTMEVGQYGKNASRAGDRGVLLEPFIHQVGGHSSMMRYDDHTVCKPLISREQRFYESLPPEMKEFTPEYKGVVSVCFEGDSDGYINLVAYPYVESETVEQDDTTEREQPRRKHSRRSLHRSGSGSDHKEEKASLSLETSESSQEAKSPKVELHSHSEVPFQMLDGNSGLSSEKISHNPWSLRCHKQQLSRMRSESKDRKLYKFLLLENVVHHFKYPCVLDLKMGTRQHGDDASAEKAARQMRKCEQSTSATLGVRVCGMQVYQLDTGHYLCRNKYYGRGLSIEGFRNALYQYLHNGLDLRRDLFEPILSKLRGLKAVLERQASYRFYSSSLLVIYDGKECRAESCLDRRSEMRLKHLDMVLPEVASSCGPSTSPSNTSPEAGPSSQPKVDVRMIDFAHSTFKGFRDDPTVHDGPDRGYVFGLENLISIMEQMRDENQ
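ADP-Glo luminescence measures ADP made by human IP6K1 during a 2 h RT reaction with ATP/IP6 (mix at 1.3 mM/130 uM); top library doses 57.5 and 19.1 uM final.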
SNCA expr inhib: inhibitors of alpha-synuclein (SNCA) gene expression. HEK-293 SNCA-luciferase knock-in, luminescence, 24 h. Potency, µM (highest dose often 57.2 µM), without a hit: at the top dose activity change, negative = inhibition, hits mostly inhibitors. 140,000 compounds, 0.17% hits. AID 1671194;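 further: potency means the concentration at half of the fitted maximal effect; plate controls were DMSO cells for no effect and cell-free wells for full effect; nearly all actives have a fitted effect of over 45% in size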
FLuc inh: inhibitors of firefly (Photinus pyralis) luciferase; purified P. pyralis luciferase, luminescence, biochemical; P08659; 76,000 compounds, 2.5% hits; AID 1347043; Potency, µM (doses to about 115 µM), inactives show at the highest dose activity change, negative = inhibition, usual class: inhibitors; further: potency means the concentration at half of the fitted maximal effect; nearly all actives have a fitted effect of over 65% in size
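Purified 10nM P. pyralis luciferase with 10uM D-luciferin and 10uM ATP in 50mM Tris acetate pH 7.5, 10mM Mg acetate, 0.01% Tween-20, 0.05% BSA. qHTS titration; luminescence read by CCD imager.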
HEK293 viab: counter-screen for SNCA expression inhibitors: cell viability; HEK-293-SNCA-luc viability, GF-AFC fluorescence, 24 h; Potency, µM (doses to about 57.1 µM), for inactives: at the highest dose activity change, negative = cytotoxicity, usual class: cytotoxic; 150,000 compounds, 0.12% hits;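 further: potency means the concentration at half of the fitted maximal effect; 0% = DMSO-treated cells and -100% = medium-only wells without cells; nearly all actives have a fitted effect of over 30% in size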
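Cytotoxicity counterscreen: after 24 h compound treatment of genome-edited SNCA-luciferase HEK-293 cells, live-cell protease substrate GF-AFC read by fluorescence after 30 min; activity scaled between DMSO (0%) and medium-only (-100%), curves Hill-fitted.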
The depositor's hits bear a star; i = inactive; ? = inconclusive; / = no result given; [ ] = remark or other dose. Unless noted, the call rests on the fitted dose curve; in most records, active means well fitted curve in the direction sought with a large enough effect; inconclusive means small, poorly fitted or top-dose-only effect, or another doubt; inactive means no such curve, though single readings can be large; an effect the other way counts as inactive or inconclusive. Unless noted, on the % scale 0 is the no-effect control and ±100 the full control effect. This is a subset; the hit share may differ from the screen's.

SMILES	HEK293 viab	GPT2 inhibitor	HEK293 tox	3T3 cytotox	FLuc inh	IP6K1 inhibitor	SNCA expr inhib
Cc1ccc(C2c3c(-c4ccccc4O)n[nH]c3C(=O)N2CCc2ccccc2)cc1 (centres undefined)	-25%	/	/	/	/	-3	?
CN1CCC(Cc2ccc(C(=O)N3CCCC3)cc2)CC1	-3%	1%	-8%	0%	0%	-13	-16%
O=C(C1CC1)N1CCCC(c2nn(-c3ccccc3)c(=O)[nH]2)C1 (centres undefined)	7%[87.6 µM]	i	-18%[172 µM]	?	-12%[172 µM]	14	7%[87.6 µM]
CCc1cc(C(=O)N2CCC(Oc3ccccc3)(C(=O)O)CC2)cs1	0%	i	1%	1%	0%	2	-10%
Cc1ccc2c(=O)c(C(=O)c3ccc(F)cc3)cn(CC(=O)Nc3ccc4c(c3)OCCO4)c2n1	?	/	/	/	/	0	-23%
COc1ccc(CC(=O)NC2CN(c3ccnc4ccnn34)C2)cc1	4%[87.6 µM]	i	?	?	/	6	-31%[87.6 µM]
CCc1nc2c(c(-c3ccc(O)cc3)n1)CN(Cc1ccnn1C)CC2	0%	i	i	i	-3%	5	11%
O=C(c1ccccc1Cl)N1CCC(N(Cc2ccccc2)C2CCOCC2)CC1	7%	i	?	?	6%	-9	4%
COc1ccc(C2C=C(c3ccc(Cl)cc3)Nc3nc(-c4ccc(Cl)cc4)nn32)cc1 (centres undefined)	?	/	/	/	/	7	9%
O=C(NC1CC1)C1(CCO)CCN(c2ncccn2)C1 (centres undefined)	-2%	i	-5%	i	2%	3	-13%
O=C(NCCc1ccccc1)N1CCC(CCc2nc(C3CCOCC3)no2)CC1	1%	i	?	?	/	26	62%[activator]
O=C(Nc1ccccc1Cl)C1CCCN1c1nc2ncccc2o1 (centres undefined)	15%	-11%	-18%	?	-5%	-1	-9%
CCc1nc2cccnc2n1-c1ccc(CC(=O)Nc2cccc(C)c2C)cc1	1%	/	/	/	/	-2	-10%
COc1ccc(NC(=O)Cn2nnnc2-c2ccccc2F)c(C)c1	24%	/	/	/	/	8	?
O=C(NC1CC1)[C@@H]1C[C@H](Oc2cccnc2)CN1C(=O)c1cc2ccccc2[nH]1	2%	i	i	-8%	/	10	27%

SMILES	HEK293 viab	GPT2 inhibitor	HEK293 tox	3T3 cytotox	FLuc inh	IP6K1 inhibitor	SNCA expr inhib
Cc1ccc(Cl)cc1N1CCN(C(=O)c2cc3ccc4cccnc4c3[nH]2)CC1	-1%	/	/	/	/	32	28%
O=C(NCc1cccnc1)c1ccc2nnc(-c3cccc(C(F)(F)F)c3)n2c1	-8%	-6%	-17%	?	/	-6	-16%
COc1ccc(CC(=O)Nc2ccc3nc(Nc4cccc(Cl)c4)cc(C)c3c2)cc1OC	-13%	/	/	/	/	-4	?
CC(=O)N[C@H](C(=O)O)C(C)(C)SN=O	10%	i	/	/	/	/	-17%
CN1CCN(C(=O)c2cc3n(n2)CC(c2ccc(Br)cc2)OC3)CC1 (centres undefined)	13%	0%	40µM*	?	-12%	-1	-27%
COc1cccc(C(c2sc3nc(-c4ccco4)nn3c2O)N2CCC(C)CC2)c1 (centres undefined)	-10%	/	/	/	/	-7	4%
O=C(c1cccc(C(F)(F)F)c1)N1CCC(c2n[nH]c(=O)n2Cc2ccc(F)cc2)CC1	-3%	1%	-24%	?	-1%	-8	-11%
O=C(c1cccnc1OC1CCN(S(=O)(=O)Cc2ccccc2)C1)N1CCCCC1 (centres undefined)	-9%	-15%	-10%	?	6%	5	12%
Cc1cc(=O)n2nc(N3CCC(C(=O)Nc4ccc(C(C)C)cc4)CC3)sc2n1	-12%	/	/	/	/	0	?
CCOc1ccccc1CNCCSc1nnnn1C	-13%	/	/	/	/	-1	2%
CNC(=O)c1cc(C)nc2onc(C3CCN(C(=O)c4ccccc4)CC3)c12	/	/	-2%	-24%	/	4	/
O=C(Nc1cccc(Cl)c1)N1CCC(CN2CCOCC2)CC1	0%	/	/	/	/	-4	32%[activator]
O=C(NCc1cccc(Cl)c1)C1CCc2nnc(C3CC3)n21 (centres undefined)	2%[87.6 µM]	i	-21%[172 µM]	-19%[138 µM]	/	9	12%[87.6 µM]
O=C(COc1ccc(F)cc1)Nc1ccccc1OCc1cc(=O)n2ccccc2n1	10%	/	/	/	/	-8	-1%
C[C@H](NC(=O)[C@@H](O)c1cc(F)cc(F)c1)C(=O)N[C@@H]1C(=O)N(C)c2ccccc2-c2ccccc21	?	0%	/	/	/	/	13%

SMILES	HEK293 viab	GPT2 inhibitor	HEK293 tox	3T3 cytotox	FLuc inh	IP6K1 inhibitor	SNCA expr inhib
O=C1CC(c2noc(-c3ccc(-c4ccccc4)cc3)n2)CN1c1ccc(F)cc1 (centres undefined)	5%	i	-27%	-21%	-10%	-11	-29%
Cc1cccc(OCCc2noc(C3CCCN3C(=O)C3CCCC3)n2)c1 (centres undefined)	1%	i	?	?	8%	30	1%
COCCN1C(=O)CCC2(CNC(=O)c3ccncc3)CCC=C12 (centres undefined)	1%	i	-16%	-7%	9%	-2	2%
C[C@@H](NC(=O)c1cc(-c2ccc(C(F)(F)F)cc2)nc2c1cnn2C)c1ccccc1	/	/	1%	-22%	/	-6	/
COc1cccc(-c2cccc(C(=O)N3CCCC3C(=O)NC3CCCC3)c2)c1 (centres undefined)	-6%[12.5 µM]	i	-30%	-22%	/	13	9%
COc1ccc(Nc2ccnc(N3CCCC(C(=O)NCC(F)F)C3)n2)cc1 (centres undefined)	-5%	-8%	?	?	/	-4	-11%
Cc1nn(C)c(C)c1CCN(C)C(=O)CCC[C@H]1NC[C@@H]2C[C@H]1CN(Cc1ccccc1)C2	9%	-18%	2%	i	-16%	6	4%
COCCC(=O)N[C@H]1CC[C@]2(C)CC[C@@H]([C@H](C)C(=O)NC(C)(C)C)[C@H](O)[C@H]2[C@@H]1C	2%[87.6 µM]	1%[88.5 µM]	i	i	3%[172 µM]	5	0%[87.6 µM]
CCc1ncc(C(=O)NC(c2ccc(C)cc2)c2cccs2)cn1 (centres undefined)	4%	-21%	?	?	-3%	-1	-8%
Cc1cc2nc(-c3cccc(NC(=O)CSc4ccc(Cl)cc4)c3)oc2cc1C	1%	/	/	/	/	-5	41%[activator]
CCOc1ccc(C2CC(=O)c3c([nH]c(C(=O)OCC4CCCCC4)c3C)C2)cc1 (centres undefined)	-1%	/	/	/	/	19	24%
COc1ccccc1C(=O)Nc1ccc(S(=O)(=O)Nc2nc(C)cc(C)n2)cc1	-18%	/	/	/	/	-29*	33%[activator]
CCOC(=O)C1CCC(CN(Cc2ccc(Cl)cc2)S(=O)(=O)c2ccc(Br)cc2)CC1 (centres undefined)	8%	/	/	/	/	39	?
COc1ccc(CNC(=O)[C@@H]2CCC[C@@H](NC(=O)c3ccccc3)CN(C)C(=O)C2)cc1	2%	0%	-1%	-5%	6%	6	-11%
COc1ccccc1NC(=O)c1cc(S(=O)(=O)N(C)C2CCCCC2)ccc1F	0%	/	/	/	/	-6	?

SMILES	HEK293 viab	GPT2 inhibitor	HEK293 tox	3T3 cytotox	FLuc inh	IP6K1 inhibitor	SNCA expr inhib
CC(C)c1ccc(C(=O)NC[C@@H]2CC[C@H]3C[C@@H]2C3(C)C)cc1	1%[87.6 µM]	-3%[88.5 µM]	?	?	-4%[172 µM]	2	-12%[87.6 µM]
Cc1ccc(C)c(CSc2cn(CCNC(=O)c3ccccc3F)c3ccccc23)c1	-9%	/	/	/	/	13	?
C[S+](=O)([O-])N1CCCN(c2nc3ncccc3o2)CC1	7%[87.6 µM]	-4%[88.5 µM]	-2%[172 µM]	-1%[138 µM]	-2%[172 µM]	-2	24%[87.6 µM]
O=C(NC1CCCN(c2cc(-c3ccccc3)[nH]n2)C1)c1ccc(Br)o1 (centres undefined)	0%	-2%	?	?	?	23	2%
CCOC(=O)C(CC)n1nc(C)n2c(cc3occc32)c1=O (centres undefined)	-4%	/	/	/	/	15	-11%
CCc1noc(-c2cn(C3CCN(C(=O)c4sccc4C)C3)nn2)n1 (centres undefined)	-1%	i	-13%	-19%	13%	1	1%
CCN(CC)CCCN(c1ccccc1)C1Cc2ccccc2C1	-9%	i	/	/	/	12	-8%
O=C(NCCc1ccccc1)c1nn(-c2ccccc2Cl)nc1CO	13%	/	/	/	/	31	-8%
CC(=O)c1ccc(-c2nc(C3CCOC3)no2)s1 (centres undefined)	1%	i	-7%	-16%	?	-4	70%[activator]
Cc1ccc(Cc2cnc(NC(=O)C3Cc4ccc(C)cc4C(=O)O3)s2)cc1 (centres undefined)	9%	/	/	/	/	8	-4%
COC[C@]1(O)CCN(C(=O)CCc2ccccc2)CC1(C)C	-1%	-2%	-1%	-3%	-9%	20	-12%
CC(C)C1CN(Cc2cscn2)CCC(=O)N1Cc1ccc(F)cc1 (centres undefined)	-11%	-1%	-3%	?	-5%	8	-17%
O=C(Nc1ccc2c(c1)OCCO2)C1CC(=O)N(c2n[nH]c3ccccc23)C1 (centres undefined)	-5%	2%	-18%	-4%	?	-4	1%
Cc1ccc(C(=O)N2CCCCCNC(=O)[C@@H]3CCC[C@@H]32)s1	1%	i	i	-9%	4%	-10	-6%
COc1ccc(NC(=O)c2c(C)oc3ccn(Cc4cccc(F)c4)c(=O)c23)c(OC)c1	-9%	i	?	?	-12%	23	-22%
CCCCN(CCCC)CCCNC(=O)c1ccc2nc(N3CCCCC3)sc2c1	-1%	/	/	/	/	-9	127%[activator]
Cn1c(=O)c(C(=O)O)nn(-c2ccccc2)c1=O	6%	/	/	/	/	-24	13%
c1ccc(COC2CCN(c3nccc(-c4cccnc4)n3)CC2)nc1	-5%	i	?	?	-17%	10	-4%

Some of the entries so far, field by field.
O=C(NCCc1ccccc1)c1nn(-c2ccccc2Cl)nc1CO
- HEK293 viab: 13%
- GPT2 inhibitor: /
- HEK293 tox: /
- 3T3 cytotox: /
- FLuc inh: /
- IP6K1 inhibitor: 31
- SNCA expr inhib: -8%

CC(=O)c1ccc(-c2nc(C3CCOC3)no2)s1 (centres undefined)
- HEK293 viab: 1%
- GPT2 inhibitor: i
- HEK293 tox: -7%
- 3T3 cytotox: -16%
- FLuc inh: ?
- IP6K1 inhibitor: -4
- SNCA expr inhib: 70%[activator]

Cc1ccc(Cc2cnc(NC(=O)C3Cc4ccc(C)cc4C(=O)O3)s2)cc1 (centres undefined)
- HEK293 viab: 9%
- GPT2 inhibitor: /
- HEK293 tox: /
- 3T3 cytotox: /
- FLuc inh: /
- IP6K1 inhibitor: 8
- SNCA expr inhib: -4%

Screens deposited in PubChem BioAssay by National Center for Advancing Translational Sciences (NCATS).
